Screening data: PubChem BioAssay, several laboratories
m5-HT2A agonist = mouse Htr2a agonists via beta-arrestin recruitment, primary screen, cell-based, luminescence; CHO-K1 mHTR2A beta-arrestin complementation; percent of 30 µM serotonin response; activation, % at 7.6 µM; 360,000 compounds, 0.66% hits; AID 624169, 2012;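 active = activation above a run cutoff, the mean activation of all tested compounds plus 3 SD, cut at about 14% in these data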;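 also: 0% = plate median of compound wells and 100% = 30 µM serotonin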
Target sequence (P35363 whole entry, looked up): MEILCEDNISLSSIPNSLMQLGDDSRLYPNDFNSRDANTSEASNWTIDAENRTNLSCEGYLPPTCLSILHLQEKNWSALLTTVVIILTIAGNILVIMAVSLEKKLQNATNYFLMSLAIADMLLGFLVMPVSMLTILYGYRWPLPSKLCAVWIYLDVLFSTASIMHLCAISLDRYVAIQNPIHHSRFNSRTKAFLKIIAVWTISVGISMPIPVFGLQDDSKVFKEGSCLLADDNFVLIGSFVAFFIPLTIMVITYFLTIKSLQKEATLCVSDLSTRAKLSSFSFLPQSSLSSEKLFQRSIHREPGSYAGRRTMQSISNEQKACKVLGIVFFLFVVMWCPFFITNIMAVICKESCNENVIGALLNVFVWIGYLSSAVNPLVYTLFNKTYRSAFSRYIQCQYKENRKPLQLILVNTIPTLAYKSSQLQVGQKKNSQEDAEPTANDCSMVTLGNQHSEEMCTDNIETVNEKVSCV
CaV13 ICDI inh = Disruptors of the CACNA1D IQ motif to Ca2+-dependent inactivation inhibitor domain association, primary screening, Förster resonance energy transfer in intact living … | 340,000 compounds, 0.098% hits | HEK cells, CFP/YFP FRET ICDI-IQ, plate reader, 10 min; percent FRET-ratio fall versus neutral wells | inhibition, % at 12.3 µM | AID 743397;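 active = mean replicate inhibition of at least 30% and at least 1% of replicates passing that level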;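 also: 0% = median of the neutral control wells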
Exocytosis inh = LAMP-1 surface exposure blockers, TALL-104 cells – cell-based, flow cytometry, MLPCN library, primary screen | inhibition, % at 10 µM | TALL-104 LAMP-1 surface exposure; cells stimulated with thapsigargin and PMA | AID 651702, 2012 | 360,000 compounds, 0.66% hits;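 active = inhibition above about 55%, limit read from the data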
Vif inh = HIV Vif self-association inhibitors, primary screen, imaging, HEK293T, single point. HEK293T cells, Vif self-association by quenched fluorescence, 24 h. inhibition, % at 7.49 µM. 340,000 compounds, 0.35% hits. AID 602346, 2012; in the data active = inhibition above about 50%, passing the limit was not always enough; also: some results filed as inactive read as strong as hits
iPSC survival up = enhancers of single-cell hiPSC survival, primary screen, ATPlite luminescence | 100% = ROCK inhibitor wells, 0% = DMSO | survival enhancement, % at 20 µM | 360,000 compounds, 0.044% hits | AID 602274, 2012; in the data active = survival enhancement above about 18%;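 also: cells exposed to compounds for 16 hours before the ATP read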
aDG glyco up = activators of alpha-DG glycosylation, primary screen, uHTS, Pro5-aDG cells, AlphaScreen; alpha-DG glycosylation AlphaScreen (IIH6); 0% Pro5, 100% B10-LARGE cell signal; activation, % at 10 µM; 360,000 compounds, 0.22% hits;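 active = activation of at least 8% versus controls, or a plate z-score of at least 8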;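 also: Pro5 are CHO cells carrying HIG-tagged alpha-DG that lacks glycosylation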
PDI inh = inhibitors of human PDI, primary screen, biochemical, turbidity, single point, plate reader. Protein disulfide-isomerase (Homo sapiens), P07237. PDI insulin aggregation turbidity, A650, 90 min. inhibition, % at 10 µM. 350,000 compounds, 0.052% hits;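 active = mean inhibition across replicates of 30% or more, whatever share of single replicates reach that level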;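 also: absorbance from insulin aggregation driven by PDI reduction with DTT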
Target sequence (P07237 whole entry, looked up): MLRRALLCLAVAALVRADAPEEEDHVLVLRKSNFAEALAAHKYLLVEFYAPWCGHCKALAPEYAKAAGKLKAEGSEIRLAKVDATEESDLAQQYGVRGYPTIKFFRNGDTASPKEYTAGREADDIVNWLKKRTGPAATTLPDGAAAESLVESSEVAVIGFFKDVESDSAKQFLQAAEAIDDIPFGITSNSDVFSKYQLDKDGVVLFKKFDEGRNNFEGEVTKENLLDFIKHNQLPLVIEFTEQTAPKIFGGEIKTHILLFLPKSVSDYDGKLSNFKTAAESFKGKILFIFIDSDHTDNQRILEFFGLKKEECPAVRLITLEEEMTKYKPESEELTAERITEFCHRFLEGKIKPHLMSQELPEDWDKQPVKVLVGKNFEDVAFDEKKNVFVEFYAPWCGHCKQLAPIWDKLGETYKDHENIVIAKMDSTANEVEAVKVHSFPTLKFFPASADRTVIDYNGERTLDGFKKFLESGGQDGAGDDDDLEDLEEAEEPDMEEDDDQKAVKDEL
Cardio protect = cardioprotection against H2O2-induced cell death, primary screen, uHTS, H9c2 cells, ATPLite luminescence; AID 588492, 2011; H9c2 cardiomyocytes, H2O2 injury protection, 2 h; 360,000 compounds, 0.63% hits; protection from H2O2 cell death, % at 20 µM;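 active = compounds giving at least 50% protection of heart cells from peroxide-induced death in the single-dose screen, raw or plate-pattern-corrected value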;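 also: 0% = DMSO wells with peroxide and 100% = DMSO wells without peroxide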
ABCB6 inh 2 = ABCB6 transporter inhibitors, primary screen, K562-ABCB6 cells, flow cytometry, MLPCN library | fluorescence ratio to DMSO, % at 10 µM | 360,000 compounds, 0.19% hits | ATP-binding cassette sub-family B member 6 (Homo sapiens), Q9NP58 | K562-ABCB6 porphyrin accumulation, 1 h; stronger effect = lower value;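 active = fluorescence ratio to DMSO below 75%, the collection mean minus 3 SD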;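 also: signal is porphyrin accumulated inside mitochondria; 100% equals median channel fluorescence of DMSO control wells; lower ratio means ABCB6 inhibition with less porphyrin fluorescence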
Glyco luc inh = increase of ERlucT glycosylation luciferase signal, primary screen, N-linked glycosylation inhibitor project, D54 ERlucT cells, luminescence, set 2 | D54 ERlucT glycosylation luciferase reporter, 24 h; percent of 100 nM tunicamycin response | reporter increase, % at 12.5 µM | 360,000 compounds, 0.23% hits;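 active = mean luciferase reporter signal, scaled so untreated is 0 and the glycosylation-blocking control 100, at or above a set limit in every replicate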;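 also: luciferase carries N-glycosylation sites so blocking glycosylation raises the light; 0% = median of neutral control wells and 100% = median of 100 nM tunicamycin wells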
Starred values were filed as active, the others as inactive; / = no result given. Random draw from the library. About 3.1% of those tested had a hit in this group.

SMILES	m5-HT2A agonist	CaV13 ICDI inh	Exocytosis inh	Vif inh	iPSC survival up	aDG glyco up	PDI inh	Cardio protect	ABCB6 inh 2	Glyco luc inh
CCOc1ccc(C(=O)NC2CCN(C(=O)NCc3ccccc3)CC2)cc1	-2	18	-3	-2	-0.3	0.0	2	2	101	-1
Cc1cc(Br)ccc1SCC(=O)OCC(=O)Nc1ncc(C(F)(F)F)cc1Cl	6	-2	0	-3	2.3	-0.1	0	1	95	1
CC(=O)c1cccc(S(=O)(=O)N2CCn3cccc3C2C)c1 (configuration not stated)	-4	-6	-5	8	0.1	-0.1	14	-3	97	2
CC(C)c1nc(CNC(=O)C2CCC(=O)N(CCc3cccc(F)c3)C2)cs1 (configuration not stated)	-3	-9	0	3	-0.3	-0.1	0	-2	96	0
CC(=O)N(/N=C1\Sc2ccccc2C1=O)c1ccc(C)cc1C	0	-3	-1	0	-5.2	-0.2	1	-33	274	-12
O=C(O)/C=C/c1ccccc1Oc1ccccc1	-1	/	-4	-6	0.7	0.5	-10	-1	103	4
COc1ccc(C)cc1NC(=O)CCNC(=O)Cn1ccc2ccccc2c1=O	-4	-3	-5	3	-0.1	0.0	-11	-2	91	0
O=C(Nc1ccc(Oc2ccccc2)nc1)C1CCCCN1Cc1cccc(OCCO)c1 (configuration not stated)	6	-6	1	-10	0.0	0.1	8	1	102	1
CCc1nnc(N2C(=O)c3ccc(Oc4ccc([N+](=O)[O-])cc4)cc3C2=O)s1	3	/	4	13	-0.5	-0.2	2	4	101	-1
COCCn1c(CCC(=O)O)nc2c1c(=O)[nH]c(=O)n2CC(C)C	-1	-8	0	-1	3.5	0.2	16	11	96	1
COc1ccccc1OCC(=O)N1CCCCCCC1	-6	3	-2	-2	0.3	-0.2	-5	3	101	1
Cc1c(Cl)cccc1NC(=O)CSc1nc2ncc(Cl)cc2[nH]1	10	-3	16	-10	0.2	-0.1	-1	-14	94	0
Nc1ccncc1N	7	-6	1	8	-2.2	-0.4	1	-6	613	-1
O=C(Cc1cccs1)N/N=C/c1ccccn1	-3	3	2	-5	2.2	-0.1	10	8	99	1
CC(C)(C)OC(=O)N1CCC(C(=O)O)CC1	-2	-2	-1	/	0.9	0.4	-11	-3	91	2
c1ccc(CCNCc2ccco2)nc1	-1	-6	16	1	0.0	-0.1	24	1	98	0
O=[N+]([O-])c1ccc(N2CCCC2)c([N+](=O)[O-])c1	-1	-6	3	-1	2.9	-0.4	5	-3	114	-2
N#Cc1ccccc1OCC(=O)OCC(=O)c1ccc[nH]1	1	-3	2	-1	0.1	0.0	-13	17	90	2
CC(=O)Nc1ccc(S(=O)(=O)Nc2nc3nc(-c4ccccc4)cc(-c4ccccc4)n3n2)cc1	-6	-2	-1	/	-0.4	0.1	-37	-2	90	2
CN(C)CCNc1ncnc2c1ncn2[C@H]1CN(Cc2ccc(-c3ccccc3)cc2)C[C@@H](CO)O1	1	-7	4	8	-4.2	5.1	-5	-13	98	-4
COc1ccc(N(C)S(=O)(=O)c2cccc(C(=O)Nc3nc4ccccc4[nH]3)c2)cc1	2	-18	0	-9	-0.6	-0.5	13	13	93	-8
O=c1c2ccccc2nnn1COc1ccc(Cl)cc1Br	7	7	-4	-5	0.1	-0.1	5	4	100	-1
COc1ccc(OC)c(Nc2c3ccccc3nc3ccccc23)c1	-12	-2	67*	-2	-0.6	-0.2	0	-17	89	10
COc1ccc(C(=O)N2CC(=O)Nc3ccc(C)cc3C2c2ccccc2)cc1 (configuration not stated)	-1	-22	11	15	-0.5	0.0	15	1	98	0
C=CCN1CCN(Cc2cnc(Cl)s2)CC1	5	-4	1	1	4.1	0.5	8	1	99	2

Continued; the last two above are carried over.
SMILES	m5-HT2A agonist	CaV13 ICDI inh	Exocytosis inh	Vif inh	iPSC survival up	aDG glyco up	PDI inh	Cardio protect	ABCB6 inh 2	Glyco luc inh
COc1ccc(C(=O)N2CC(=O)Nc3ccc(C)cc3C2c2ccccc2)cc1 (configuration not stated)	-1	-22	11	15	-0.5	0.0	15	1	98	0
C=CCN1CCN(Cc2cnc(Cl)s2)CC1	5	-4	1	1	4.1	0.5	8	1	99	2
CCCCNC(=O)NS(=O)(=O)c1cnccc1Sc1ccc(Cl)cc1	2	-1	0	12	-3.2	0.2	1	6	97	0
CCC(C)NC(=O)CC(NS(=O)(=O)c1ccc(C)cc1)c1ccc(OC)cc1 (configuration not stated)	1	-3	1	-2	1.2	0.2	6	4	93	-1
CC(=O)N1N=C(c2ccc(Br)cc2)OC12CCCC2	6	-20	0	6	0.5	0.0	-21	-4	99	-1
C=CCN1C(=NC(=O)COc2ccccc2)SC2CS(=O)(=O)CC21 (configuration not stated)	0	-6	0	2	-0.4	0.0	-5	-3	94	4
CC1(C)CC(=O)C=C(NCCN2CCN(C(=S)Nc3ccccc3)CC2)C1	-8	-5	3	1	-0.7	-0.1	2	1	98	1
CCOc1ccc(NC(=O)c2cccc(-n3cccc3)c2)cc1S(=O)(=O)N1CCOCC1	-6	-2	-2	11	0.2	-0.3	-3	11	97	0
O=C1NC2(CCC3(CC2)OCCO3)NN1c1ccc(Cl)cc1	-4	-7	0	8	0.6	0.4	7	0	107	0
COC(=O)CNC(=O)Cn1c(=O)n(Cc2ccc(F)cc2)c(=O)c2sccc21	-2	-21	28	-6	-0.6	-0.1	4	37	104	2
Cn1cc(Br)cc2nc(C(F)(F)F)nc1-2	3	-5	0	-2	6.3	0.0	9	4	100	10
C=CCn1cnc2sc(C(=O)Nc3ccccc3OC)c(C)c2c1=O	6	-3	-5	18	-0.6	-0.2	-2	4	99	-2
OCCN1CCN(c2ncnc3sc4c(c23)CCCC4)CC1	-2	-5	6	4	0.0	-0.3	-4	4	94	-3
COC(=O)c1cc(=O)c2c(C)nc(C(Cl)(Cl)Cl)nc2[nH]1	5	-4	0	0	0.6	-0.4	-1	1	105	0
Cc1ccc(S(=O)(=O)N(C)C)cc1NC(=O)C(C)OC(=O)/C=C/c1cccs1 (configuration not stated)	-6	1	-7	-6	-0.5	0.0	-1	-5	100	0
COCC(C)NC(=O)CCS(=O)(=O)c1nc(-c2ccc(OC)cc2)cc(C(F)(F)F)n1 (configuration not stated)	6	/	78*	-6	-4.4	0.0	17	-21	119	-5
Cc1nc(CN2CCOCC2)cc(=O)[nH]1	2	-3	-1	9	-0.9	0.2	-2	2	246	1
CC1CC(C)CN(S(=O)(=O)c2ccc3c(c2)oc(=O)n3CC(=O)NCc2cccnc2)C1 (configuration not stated)	1	-12	0	-1	2.5	0.1	-4	-6	100	0
CN1CCCC(OC(=O)CCCC(=O)OC2CCCN(C)C2)C1 (configuration not stated)	2	-5	6	-7	2.1	-0.1	1	-3	94	-2
CCN(CC)c1ccc(C(=O)Nc2cccc(F)c2)cc1	-1	-5	-2	-10	-3.6	0.1	0	-25	100	-8
CCN1CCN(C(=O)N(c2ccccc2)c2ccccc2)CC1	3	-2	-1	9	0.4	0.0	6	0	96	3
O=C(Nc1cccc(C(F)(F)F)c1)c1cccnc1	-3	-6	-1	6	0.6	0.0	-14	-3	107	3
COc1cccc(CNC(=O)Cn2nc(C)c([N+](=O)[O-])c2C)c1	5	-2	2	4	0.8	0.0	-10	2	101	2
NS(=O)(=O)c1ccc(NC(=S)N2CCN(C(=O)C3CCCO3)CC2)cc1 (configuration not stated)	-3	/	-2	-8	0.8	-0.2	2	-7	97	0
Cc1cc(NS(=O)(=O)c2ccc(OCCNS(C)(=O)=O)cc2)no1	2	-8	6	1	0.7	-0.2	-1	-1	101	1
CCOC(=O)CSc1nc(NCc2ccco2)c2ccccc2n1	0	-8	-1	/	-2.3	0.4	-3	-2	104	2
COc1cc(/C=N/NC(=O)C2COc3ccccc3O2)cc(OC)c1OC (configuration not stated)	0	-18	-2	3	1.2	0.2	4	3	96	2
Remaining list, next part.
SMILES	m5-HT2A agonist	CaV13 ICDI inh	Exocytosis inh	Vif inh	iPSC survival up	aDG glyco up	PDI inh	Cardio protect	ABCB6 inh 2	Glyco luc inh
COCCN(C(=O)CCC(=O)Nc1ccccn1)C(C(=O)NCCC(C)C)c1ccc(C)cc1 (configuration not stated)	5	-3	-3	-6	-0.5	0.0	4	1	94	-2
COc1ccc2cc3cc(C(=O)NCCC(C)C)oc3nc2c1	-9	-4	2	-11	-0.7	0.0	-5	-4	98	4
CC(C)(C)S(=O)c1cccs1 (configuration not stated)	7	-8	3	8	0.2	-0.1	11	9	96	0
CCOc1ccccc1OCCCC(=O)Nc1cc(S(=O)(=O)N2CCCCC2)ccc1C	-3	-5	-8	-3	-0.3	0.3	-61	5	94	-3
CSc1n[nH]c(NCc2cccs2)n1	2	-8	0	-15	-2.5	-0.1	-7	0	99	3
CC(=O)Nc1cccc(NC(=O)C(F)(F)F)c1	-2	-3	-1	0	-0.1	0.4	15	4	100	2
COc1ccccc1CNc1nc2nc(C)cc(=O)n2[nH]1	-3	-5	-9	8	-1.4	-0.2	9	-12	106	1

Individual results from the results shown.
CC(C)(C)S(=O)c1cccs1 (configuration not stated) in PDI inh has 11
CC(=O)Nc1cccc(NC(=O)C(F)(F)F)c1 in CaV13 ICDI inh has -3
COc1ccc2cc3cc(C(=O)NCCC(C)C)oc3nc2c1 in Vif inh has -11
CSc1n[nH]c(NCc2cccs2)n1 in ABCB6 inh 2 has 99

Single records (already shown):
Listed for COc1ccccc1CNc1nc2nc(C)cc(=O)n2[nH]1 → m5-HT2A agonist = -3; CaV13 ICDI inh = -5; Exocytosis inh = -9; Vif inh = 8; iPSC survival up = -1.4; aDG glyco up = -0.2; PDI inh = 9; Cardio protect = -12; ABCB6 inh 2 = 106; Glyco luc inh = 1
Listed for CC(C)(C)S(=O)c1cccs1 (configuration not stated) → m5-HT2A agonist = 7; CaV13 ICDI inh = -8; Exocytosis inh = 3; Vif inh = 8; iPSC survival up = 0.2; aDG glyco up = -0.1; PDI inh = 11; Cardio protect = 9; ABCB6 inh 2 = 96; Glyco luc inh = 0
